# Screens as filed in PubChem BioAssay.
# PDI turbidity = blocks human protein disulfide isomerase activity | P07237 | PDI insulin aggregation turbidity, A650, 90 min | inhibition, % at 10 µM | actives 0.052% (n = 350,000) | AID 588391;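 active means mean inhibition across replicates of 30% or more, whatever share of single replicates reach that level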;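 further: absorbance from insulin aggregation driven by PDI reduction with DTT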
# CaV13 ICDI inh = Disruptors of the CACNA1D IQ motif to Ca2+-dependent inactivation inhibitor domain association, primary screening, Förster resonance energy transfer in intact living …; HEK cells, CFP/YFP FRET ICDI-IQ, plate reader, 10 min; percent FRET-ratio fall versus neutral wells; inhibition, % at 12.3 µM; actives 0.098% (n = 340,000); AID 743397;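 active means mean replicate inhibition of at least 30% and at least 1% of replicates passing that level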;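 further: 0% = median of the neutral control wells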
# MC4R barr agon = human MC4R agonism via beta-arrestin; U2OS MC4R beta-arrestin complementation, luminescence; percent of melanotan II response, DMSO zero; actives 0.98% (n = 360,000); activation, % at 8.9 µM; P32245;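 active means activation above a per-plate cutoff, the mean activation of sample wells on that plate plus 3 SD, cut at about 8% in these data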
# N-glyco inh = N-linked glycosylation inhibition; reporter increase, % at 12.5 µM; actives 0.23% (n = 360,000); D54 ERlucT glycosylation luciferase reporter, 24 h; percent of 100 nM tunicamycin response;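 active means mean luciferase reporter signal, scaled so untreated is 0 and the glycosylation-blocking control 100, at or above a set limit in every replicate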;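 further: luciferase carries N-glycosylation sites so blocking glycosylation raises the light; 0% = median of neutral control wells and 100% = median of 100 nM tunicamycin wells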
# Cardio protect = myocardial damage modulation in H9c2 cells | protection from H2O2 cell death, % at 20 µM | actives 0.63% (n = 360,000) | H9c2 cardiomyocytes, H2O2 injury protection, ATPLite, 2 h;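 active means compounds giving at least 50% protection of heart cells from peroxide-induced death in the single-dose screen, raw or plate-pattern-corrected value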;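 further: 0% = DMSO wells with peroxide and 100% = DMSO wells without peroxide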
# Granule exo inh = blocks lytic granule exocytosis; TALL-104 LAMP-1 surface exposure, flow cytometry; cells stimulated with thapsigargin and PMA; inhibition, % at 10 µM; actives 0.66% (n = 360,000); AID 651702;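 active means inhibition above about 55%, limit read from the data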
# m5-HT2A agonist = activates the mouse 5-HT2A serotonin receptor; CHO-K1 mHTR2A beta-arrestin complementation, luminescence; percent of 30 µM serotonin response; activation, % at 7.6 µM; actives 0.66% (n = 360,000);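 active means activation above a run cutoff, the mean activation of all tested compounds plus 3 SD, cut at about 14% in these data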;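 further: 0% = plate median of compound wells and 100% = 30 µM serotonin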
# ABCB6 inh 2 = human ABCB6 transporter inhibition; AID 602162; actives 0.19% (n = 360,000); fluorescence ratio to DMSO, % at 10 µM; K562-ABCB6 porphyrin accumulation, flow cytometry, 1 h; active compounds read low;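 active means fluorescence ratio to DMSO below 75%, the collection mean minus 3 SD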;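 further: signal is porphyrin accumulated inside mitochondria; 100% equals median channel fluorescence of DMSO control wells; lower ratio means ABCB6 inhibition with less porphyrin fluorescence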
# MC4R antag cAMP = antagonists of human melanocortin 4 receptor (MC4R); P32245; MC4R-expressing cells, MTII-stimulated cAMP, LANCE TR-FRET; inhibition, % at 6.5 µM; AID 540295; actives 0.48% (n = 360,000);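 active means inhibition above its plate's cutoff, the mean of tested wells on that plate plus 3 SD, cut at about 29% in these data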;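 further: 0% = Melanotan II alone and 100% = Melanotan II plus saturating MCL0020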
#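 system = U2OS cells with stable human MC4R expression | also added = Melanotan II challenge after compound preincubation | dosing = one concentration, 6.5 µM nominal | incubation = compound 30 min, challenge 1 h, detection 1 h | measured by = TR-FRET with Eu-cAMP and labeled anti-cAMP, 671 nm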
# ABHD5-PLIN5 inh = ABHD5-PLIN5 protein interaction inhibition; Q00G26+Q8WTS1; Split G. princeps luciferase complementation, luminescence, 4 h; inhibition, % at 4 µM; actives 0.78% (n = 360,000); AID 602281;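 active means inhibition above the mean inhibition across every tested compound plus 3 SD, cut at about 22% in these data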;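 further: 0% = DMSO only wells and the 100% control is not disclosed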
# Target sequence (Q00G26 whole entry, looked up): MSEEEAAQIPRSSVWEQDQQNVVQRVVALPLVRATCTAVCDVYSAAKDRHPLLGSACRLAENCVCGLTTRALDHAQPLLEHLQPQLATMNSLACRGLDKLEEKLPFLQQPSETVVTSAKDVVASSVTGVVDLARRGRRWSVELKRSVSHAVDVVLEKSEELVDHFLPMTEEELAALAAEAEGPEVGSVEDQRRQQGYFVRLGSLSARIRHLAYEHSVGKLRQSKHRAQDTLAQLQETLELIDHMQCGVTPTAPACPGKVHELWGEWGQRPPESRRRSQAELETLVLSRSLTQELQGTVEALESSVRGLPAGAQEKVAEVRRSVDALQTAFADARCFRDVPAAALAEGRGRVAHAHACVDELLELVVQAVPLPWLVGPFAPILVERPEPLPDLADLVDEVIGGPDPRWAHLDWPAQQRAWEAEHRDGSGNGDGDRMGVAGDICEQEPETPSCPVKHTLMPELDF
# Target sequence (Q8WTS1 whole entry, looked up): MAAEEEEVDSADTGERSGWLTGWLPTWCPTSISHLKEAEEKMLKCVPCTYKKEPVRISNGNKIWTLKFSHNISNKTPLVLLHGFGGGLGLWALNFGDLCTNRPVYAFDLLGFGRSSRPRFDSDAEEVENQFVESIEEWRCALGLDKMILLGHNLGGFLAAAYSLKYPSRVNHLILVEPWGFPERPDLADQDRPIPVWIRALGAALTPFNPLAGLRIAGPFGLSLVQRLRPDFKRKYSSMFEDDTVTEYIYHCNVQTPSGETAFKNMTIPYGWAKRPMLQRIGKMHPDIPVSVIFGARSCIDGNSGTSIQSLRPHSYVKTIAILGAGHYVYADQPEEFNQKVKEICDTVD
# Starred values were filed as active, the others as inactive; x = no result given.
# Sample of the layout, two compounds:
Molecule	PDI turbidity	CaV13 ICDI inh	MC4R barr agon	N-glyco inh	Cardio protect	Granule exo inh	m5-HT2A agonist	ABCB6 inh 2	MC4R antag cAMP	ABHD5-PLIN5 inh
CC1(C(=O)N(CC(=O)NC2CCCC2)Cc2ccco2)CC(=O)N=C2C=CC=CN21 (centres undefined)	-4.1	-9.4	-1.2	3.3	3.2	34.5	3.9	101.0	15.1	9.2
COc1ccc(C(C(=O)NCC2CCCO2)N(Cc2ccco2)C(=O)c2snc(C(N)=O)c2N)cc1OC (centres undefined)	4.7	-2.2	-1.9	0.4	11.8	-7.6	-4.1	99.0	4.8	5.3

# The list itself (from the top)
Molecule	PDI turbidity	CaV13 ICDI inh	MC4R barr agon	N-glyco inh	Cardio protect	Granule exo inh	m5-HT2A agonist	ABCB6 inh 2	MC4R antag cAMP	ABHD5-PLIN5 inh
CC1(C(=O)N(CC(=O)NC2CCCC2)Cc2ccco2)CC(=O)N=C2C=CC=CN21 (centres undefined)	-4.1	-9.4	-1.2	3.3	3.2	34.5	3.9	101.0	15.1	9.2
COc1ccc(C(C(=O)NCC2CCCO2)N(Cc2ccco2)C(=O)c2snc(C(N)=O)c2N)cc1OC (centres undefined)	4.7	-2.2	-1.9	0.4	11.8	-7.6	-4.1	99.0	4.8	5.3
CCc1ccc(OCC(=O)Nc2cccc3nsnc23)cc1	-19.0	-16.7	1.1	-1.3	-17.0	-1.1	3.1	95.0	1.8	-6.7
CCN=C(NCC)SC1CC(=O)N(c2cccc(OCC)c2)C1=O (centres undefined)	-3.6	x	-0.4	0.3	30.9	-3.2	-3.0	96.0	9.5	8.7
C=CCn1c(C)csc1=Nc1ccc(C(=O)O)cc1	-9.6	-6.5	-2.8	0.3	1.0	-2.0	-2.1	97.0	6.1	-5.5
COc1c(F)c(F)c(C(=O)Nc2ccc(-c3nc4ccccc4[nH]3)cc2)c(F)c1F	-3.9	5.2	0.0	-0.2	1.9	-4.1	-2.2	97.0	23.8	-4.5
CCOC(=O)N1CCN(C(=O)c2cnc(Nc3ccccc3OC)c3ccccc23)CC1	-7.7	-5.7	-1.4	-0.9	11.3	-0.9	0.2	93.0	6.3	-1.6
CC(NC(=O)COC(=O)c1ccc(CO)cc1)C1CC2CCC1C2 (centres undefined)	-0.2	-14.1	-1.4	0.9	-0.6	11.1	-2.1	96.0	-1.2	-4.2
Cc1[nH]c(N)nc(=S)c1CCCNc1ccccc1	1.0	-7.3	-2.1	-0.7	2.6	12.4	-5.0	96.0	0.6	-2.2
CC(=O)N1CCc2cc(S(=O)(=O)NC(C(=O)N3CCN(c4ccccc4F)CC3)C(C)C)ccc21 (centres undefined)	x	-1.8	-1.8	1.6	-3.0	2.1	-4.7	95.0	4.7	0.6
COc1ccc(NC(=S)N2CCN(C(=O)C3CCCO3)CC2)c(OC)c1 (centres undefined)	-11.6	-2.9	0.3	1.5	5.4	-0.3	3.7	103.0	-1.0	2.8
O=[N+]([O-])c1ccc(N2CCN(C(=S)NC3CCCCC3)CC2)cc1	-5.1	x	-0.2	-3.4	-18.3	-1.8	6.0	90.0	4.3	-2.2
CC(=O)Nc1ccc2c(c1)C(=O)c1ccccc1C2=O	-1.7	-6.2	1.0	2.6	3.9	3.6	1.6	101.0	-1.3	-1.7
CCCCOC(=O)c1ccc(NC(=O)CSc2nncn2C)cc1	-10.2	-14.2	3.4	-2.3	15.8	-2.3	0.5	102.0	-1.6	2.8
CCOC(=O)c1cccc(OC(=O)CCNC(=O)c2ccc(Cl)cc2)c1	4.7	-6.5	-1.0	4.5	-0.7	-2.2	3.3	99.0	3.4	3.4
Cc1cccc(-n2cnc(C(=O)NNC(=S)Nc3ccc(Cl)cc3)c2)n1	1.2	-3.5	-6.4	2.5	38.8	-1.5	0.1	99.0	19.6	1.4
Cc1csc(=O)n1CC(=O)OCc1nnc(-c2ccc(Cl)cc2)o1	-8.3	-15.0	-1.4	0.2	-0.6	41.4	6.8	99.0	8.7	8.6
Cn1c(N)c(C(=O)COC(=O)CCC2CCCC2)c(=O)n(C)c1=O	0.1	12.9	-0.8	-0.5	-7.7	2.5	20.2*	98.0	1.2	0.3
COc1cccc(CNC(=S)Nc2ccc3c(c2)c(=O)n(C)n3Cc2ccc(F)cc2)c1	3.4	-2.5	-0.8	-0.6	-6.5	-0.1	1.7	99.0	4.5	1.6
COCCNC(=O)C1CCCN(Cc2ccc(Cl)cc2)CC1 (centres undefined)	-0.5	-6.4	-1.6	1.8	7.7	-3.6	-2.1	112.0	2.4	2.2
CCOc1cccc(-c2c(C(=O)N/N=C/c3sccc3C)nnn2-c2nonc2N)c1	0.5	-7.6	-4.1	5.8	8.3	-0.5	2.8	100.0	11.3	6.2
Cc1ccc(-c2csc3ncnc(NCCC(=O)O)c23)cc1C	8.4	-19.7	-1.3	-0.9	6.3	-0.4	-5.3	143.0	11.7	-3.5
Cc1ccc2c(c1)C(=O)CC1(CCCCCC1)O2	2.3	-4.5	-1.0	-1.1	13.6	-10.2	8.0	90.0	-1.5	-1.2
CCc1nnc(NS(=O)(=O)c2ccc(NC(=O)/C=C/c3ccccc3Cl)cc2)s1	-2.3	-4.4	-0.8	2.3	-5.6	0.7	3.8	95.0	14.2	0.2
CCC(c1nc2ccccc2[nH]1)n1c(-c2cnccn2)nc2ccccc21 (centres undefined)	x	-6.2	x	x	x	-10.9	-2.3	x	x	1.7
CCOc1cc2[nH]c(=O)n(CCC(=O)N3CCN(c4ccccc4OC)CC3)c(=O)c2cc1OCC	-1.5	-4.3	-1.2	2.4	-0.9	-1.6	12.4	86.0	-3.1	3.4
NS(=O)(=O)c1ccc(CCNC(=O)c2cc(-c3ccco3)nc3ccccc23)cc1	4.5	-2.9	1.3	2.3	6.5	-6.8	-7.7	82.0	-4.6	25.2*
CC1(C)Cc2noc(N)c2C(C)(C)N1OC(=O)c1ccco1	7.2	x	-1.2	3.5	10.7	-0.1	-0.7	96.0	-2.4	-3.1
CCOc1cc(/C=N/O)cc(Br)c1OCc1ccc(Cl)cc1	9.0	-4.4	2.0	-7.4	-3.8	5.9	-1.4	90.0	-2.1	-21.4
c1ccc(-n2cnnc2SCc2cn3ccccc3n2)cc1	2.9	-8.3	-2.0	1.4	-0.6	-3.7	-1.5	102.0	-1.5	3.4
COC(=O)CNC(c1ccccc1)c1cc(C)ccc1NC(=O)c1cccc(Cl)c1 (centres undefined)	2.3	-5.5	-0.6	-4.3	-0.7	4.2	-4.9	93.0	5.3	2.1
CCCCCc1c(C)nc(Nc2ccc(F)cc2)[nH]c1=O	-2.4	-5.2	2.1	-1.5	-33.4	-3.1	6.0	99.0	5.6	-5.4
COc1ccc(C(C#N)(CC(=O)O)c2cnccn2)cc1OC (centres undefined)	1.5	-4.4	1.2	-1.8	-1.6	-4.4	-7.1	100.0	8.7	-4.8
Cc1ccc(C)c(S(=O)(=O)NCc2ccc(C(=O)N3CCN(C)CC3)cc2)c1	-4.9	-7.5	2.5	-0.3	-1.0	-0.1	6.8	110.0	-7.3	9.6
Cc1ccccc1N1CCN(C2=NC(=O)/C(=C/c3cn[nH]c3-c3ccccc3)S2)CC1	-4.5	-5.3	4.2	10.2	14.2	0.5	5.3	94.0	14.8	8.8
Cc1cccc(NC(=O)CSc2ccc(-c3cccnc3)nn2)c1	2.9	x	-3.7	-1.1	3.6	21.4	-7.4	101.0	7.5	0.3
Cc1onc(-c2ccccc2)c1C(=O)NCCc1ccc(Cl)cc1	-6.0	-5.2	0.6	-0.8	9.8	-1.5	1.1	102.0	4.3	-2.1
S=C(NCCCCN(Cc1ccc(Cl)cc1)c1ccc(Br)cn1)NCCCc1cnc[nH]1	3.7	-3.6	10.3*	-0.6	-3.1	-6.9	-9.4	92.0	5.9	3.2
CCN(CC)S(=O)(=O)c1ccc(NC(=O)C2CC(=O)N(c3ccc4c(c3)OCCO4)C2)cc1 (centres undefined)	-6.4	-6.4	0.0	-3.7	-5.7	-7.0	-5.5	96.0	6.5	3.3
CC(C)COC(=O)N(C)C[C@@H]1OCc2cnnn2CCCC(=O)N([C@H](C)CO)C[C@H]1C	-0.9	-5.5	-0.7	1.0	2.5	-2.6	2.2	105.0	4.5	10.5
C=CCn1c(SCC(=O)Nc2c(C)n(C)n(-c3ccccc3)c2=O)nc2ccccc2c1=O	-5.5	-1.9	-0.1	-0.2	17.1	-4.3	-4.4	94.0	-4.2	-2.5
CC(Oc1ccc(Cl)cc1Cl)c1nc(-c2ccc(NC(=O)c3cccnc3)cc2)no1 (centres undefined)	-2.8	x	2.6	-4.8	-9.8	-3.9	3.1	93.0	-4.7	-3.8
CCN(C(=O)CSc1cccc[n+]1[O-])c1ccccc1	-0.3	-6.0	-1.5	2.2	1.1	-5.1	6.9	100.0	12.6	-5.9
OC(CN1CCOCC1)Cn1c2c(c3ccccc31)CCCC2 (centres undefined)	-1.4	-18.7	1.3	-1.7	6.3	-9.7	-0.4	100.0	4.4	-11.1
O=[N+]([O-])c1ccc2nc(-c3ccncc3)[nH]c2c1	-12.2	-4.8	0.1	3.9	-6.5	9.2	-3.4	99.0	-5.5	-1.6
CCC(c1nnnn1Cc1ccccc1)N1CCN(c2ccc(OC)cc2)CC1 (centres undefined)	-24.3	-6.4	0.9	-2.9	-12.4	2.8	-1.1	93.0	5.6	-4.0
CCCCn1c(N)c(N(C(=O)CSc2nnnn2-c2ccc(C)cc2)C2CCCC2)c(=O)[nH]c1=O	11.1	-1.8	-0.4	1.6	6.1	-0.6	4.8	93.0	9.1	-4.7
CCCN(CCC)S(=O)(=O)c1cccc(C(=O)N=c2sccn2C)c1	3.3	-5.9	-0.8	-1.1	-2.2	0.2	1.7	92.0	12.6	0.4
Cc1ccc(NC(=O)CN2C(=O)S/C(=C\c3cccn3-c3cccc(C(=O)O)c3)C2=O)cc1C	-6.2	-30.7	-0.1	-1.5	-0.8	-1.2	0.0	99.0	10.4	0.1
CN(C)c1nc2n(c(=S)n1)CCS2	4.0	-3.6	1.4	0.8	2.4	4.6	-0.5	94.0	1.4	-3.5
Cc1c(C)c2ccc(OC(C)C(=O)NCCCn3ccnc3)c(C)c2oc1=O (centres undefined)	-0.2	-2.3	0.0	1.8	-0.9	0.8	-4.5	97.0	1.4	11.6
CCCOc1ccc(C(=O)N2CCCC2)cc1OC	4.1	-3.5	-2.2	-0.7	4.0	2.1	2.4	104.0	9.8	-0.1
S=C(Nc1ccc(Br)cc1)Nc1ccc2c(c1)OCCO2	-7.0	-2.4	-0.2	-0.8	-4.8	-2.4	-4.9	102.0	0.4	-10.0
